Mtb BioA inh – M. tuberculosis BioA enzyme inhibitors, primary screen, biochemical, plate reader, single point, HTS; 0.096% of 360,000 active; AID 602481, 2012; purified M. tuberculosis BioA enzyme; inhibition, % at 9.99 µM; in the data active = inhibition above about 40%
FadD28 FP inh – inhibitors of FadD28 bisubstrate probe binding, primary screen, biochemical, fluorescence polarization, single point; AID 588549, 2011; inhibition, % at 12.5 µM; 0.22% of 360,000 active; in the data active = inhibition above about 8.5%, passing the limit was not always enough
GDH-TPI counter – GDH-TPI coupling enzyme inhibitors, primary screen, artefact control for M. tuberculosis FBA inhibitor project, biochemical, absorbance, full deck; GDH-TPI coupled enzyme counterscreen, NADH absorbance; inhibition, % at 4.8 µM; 1.2% of 360,000 active; AID 588335, 2011; in the data active = inhibition above about 30%;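 also: 0% = DMSO wells and 100% = wells lacking the enzyme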
TcdB inh – TcdB glycohydrolase inhibitors, primary screen, biochemical, single point, plate reader. TcdB glycohydrolase enzymatic assay. inhibition, % at 9.99 µM. 0.24% of 350,000 active. Toxin B (Clostridioides difficile), P18177; in the data active = inhibition above about 10%
Mtb FBA inh – Mtb FBA enzyme inhibitors, primary screen, biochemical, fluorescence, strain H37Rv; 2.3% of 360,000 active; purified M. tuberculosis FBA, fluorescence read-out; inhibition, % at 1 µM; Fructose-bisphosphate aldolase (Mycobacterium tuberculosis (strain ATCC 25618 / H37Rv)), …; AID 588726, 2011; in the data active = inhibition above about 27%;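 also: 0% = vehicle and 100% = reference inhibitor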
Target sequence (P9WQA3 whole entry, looked up): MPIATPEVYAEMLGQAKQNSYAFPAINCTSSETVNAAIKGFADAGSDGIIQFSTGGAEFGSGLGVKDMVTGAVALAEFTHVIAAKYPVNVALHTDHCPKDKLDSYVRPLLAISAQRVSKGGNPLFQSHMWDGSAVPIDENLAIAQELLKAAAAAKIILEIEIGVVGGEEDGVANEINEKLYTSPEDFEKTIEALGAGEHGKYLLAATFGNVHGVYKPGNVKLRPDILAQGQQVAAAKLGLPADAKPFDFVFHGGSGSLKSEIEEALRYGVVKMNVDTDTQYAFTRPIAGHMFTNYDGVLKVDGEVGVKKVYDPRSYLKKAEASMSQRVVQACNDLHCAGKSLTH
Vc quorum ag – inducers of Vibrio cholerae quorum light production without autoinducers, primary screen, BH1578 luxS cqsA deficient, single point; V. cholerae BH1578 lux reporter, luminescence, 6 h; activation, % at 18.7 µM; 0.16% of 350,000 active; AID 588436, 2011; in the data active = activation mostly above about 9.7%, no sharp cut-off; also: not every result past the cut was called active; inactives centre near 0; reference of the scale not given here
UGM FP inh – M. tuberculosis UGM enzyme inhibitors, primary screen, biochemical, fluorescence polarization, single point; UDP-galactopyranose mutase (Mycobacterium tuberculosis (strain ATCC 25618 / H37Rv)), …; purified UGM, fluorescence polarization probe displacement; inhibition, % at 10 µM; 0.06% of 320,000 active; in the data active = inhibition above about 10%, passing the limit was not always enough
Target sequence (P9WIQ1 whole entry, looked up): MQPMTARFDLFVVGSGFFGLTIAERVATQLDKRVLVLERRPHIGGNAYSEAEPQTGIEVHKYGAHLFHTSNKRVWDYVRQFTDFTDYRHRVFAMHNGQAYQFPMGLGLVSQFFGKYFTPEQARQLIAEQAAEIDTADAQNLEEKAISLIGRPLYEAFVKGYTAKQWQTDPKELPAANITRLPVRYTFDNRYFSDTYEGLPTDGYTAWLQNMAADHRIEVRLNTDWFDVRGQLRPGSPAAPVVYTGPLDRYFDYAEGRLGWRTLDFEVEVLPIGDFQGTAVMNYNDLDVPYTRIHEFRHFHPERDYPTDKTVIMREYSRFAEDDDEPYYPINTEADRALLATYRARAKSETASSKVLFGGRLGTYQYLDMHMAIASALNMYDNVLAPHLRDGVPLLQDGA
Y pestis TopoI – Yersinia pestis topoisomerase I inhibitors, primary screen, biochemical, cleavage product accumulation, plate reader, single point; DNA topoisomerase I (Yersinia pestis CO92); Y. pestis Topo-I cleavage product accumulation; activity, % at 10 µM; 0.064% of 360,000 active; AID 504884, 2011; in the data active = activity above about 50%, passing the limit was not always enough; also: inactives centre near 2
PfHsp40 yeast – rescue of yeast from PfHsp40 toxicity, primary screen, S. cerevisiae, ATP luminescence; AID 504582, 2011; S. cerevisiae expressing PfHsp40, growth rescue; 0.68% of 340,000 active; growth rescue, % at 12.5 µM; in the data active = growth rescue above about 28%, passing the limit was not always enough;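 also: yeast W303a lacking pdr1 and pdr3 grown in galactose medium; growth measured after three days at 30 °C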
* hit, by the source's call; i = inactive; . = not tested or not shown; & = joins results of further samples.

SMILES	Mtb BioA inh	FadD28 FP inh	GDH-TPI counter	TcdB inh	Mtb FBA inh	Vc quorum ag	UGM FP inh	Y pestis TopoI	PfHsp40 yeast
CCOC(=O)Nc1ccc2c(c1)N(C(=O)CN(CC)CC)c1ccccc1CC2	-0.3	-1.0	3	0.1	1	-2.0	3.0	-11	-1.2
CN(CC(=O)Nc1cccc2c1CCCC2)S(=O)(=O)c1ccc(Cl)cc1	-1.0	-1.3	3	.	5	-2.5	0.0	5	-0.5
Clc1ccc2nc3c(c(-c4ccccc4)c2c1)CNCC3	.	-7.2	-5	1.5	-1	-0.4	-0.1	-4	-1.5
COc1ccc(CNC(=O)COC(=O)CC2CC3CCC2C3)cc1OC (centres undefined)	.	-0.6	6	0.1	4	-0.3	1.1	2	-0.3
CC(NC(=O)C(C(=O)c1cccc([N+](=O)[O-])c1)n1cc(Cl)ccc1=O)c1ccccc1 (centres undefined)	.	-3.0	-3	.	-1	-0.3	1.9	10	-0.9
Cc1nn2c(=O)c(NC(=O)c3ccc(Cl)cc3)cnc2s1	-0.3	-0.9	7	-0.5	65*	i	-2.1	4	0.6
O=C(C1CCCN1S(=O)(=O)c1cccc2cccnc12)N1CCN(c2ccccc2)CC1 (centres undefined)	-1.2	1.6	15	-0.3	1	-0.2	-1.5	6	-0.5
O=C1c2cc(S(=O)(=O)NCCCO)ccc2-c2ccc(S(=O)(=O)NCCCO)cc21	-2.6	-0.4	6	.	-1	-2.4	-1.8	-3	-0.4
O=C(NCCO)c1cc2c([nH]c3ccccc32)c(-c2ccc(F)cc2)n1	0.1	-3.2	17	-1.4	21	i	0.3	6	1.3
COc1cccc(/C(C)=N/NS(=O)(=O)c2ccc(Cl)cc2)c1	.	1.8	-4	-0.7	7	0.9	1.8	0	0.5
O=C(Nc1nnc(CCc2ccccc2)s1)c1ccccc1	-2.9	-2.4	-2	0.1	-1	-0.4	4.0	-2	-0.8
CCN(CC(=O)N1CCN(C)CC1)S(=O)(=O)c1ccc(Cl)cc1	-0.5	-0.1	12	.	0	-5.6	2.7	4	-0.7
COc1cc(-c2cnc3c(NC=O)cc(-c4ccccc4)cn23)cc(OC)c1OC	-0.3	-2.4	3	1.0	0	i	.	4	.
COc1ccccc1NC(=O)COC(=O)c1ccc([N+](=O)[O-])s1	.	-0.6	6	-1.2	0	-0.2	1.7	1	0.0
CCOC(=O)CSc1nc(C)[nH]c1[N+](=O)[O-]	.	-2.2	4	0.0	-5	-0.5	-0.1	-4	0.4
CN(CCc1ccccc1)C(=O)c1ccc(NC(=O)Cc2ccc(NC(=O)C3CCCN(C(=O)C4CCCCC4)C3)cc2)cc1 (centres undefined)	-0.8	-1.0	-4	0.3	1	-1.5	.	17	0.0
Cc1cc(C(=O)O)oc(=O)c1	-1.3	-0.2	-4	-0.1	0	-7.1	-0.8	5	-0.3
CS(=O)(=O)N(CC(=O)N1CCN(Cc2ccc3c(c2)OCO3)CC1)C1CCCCC1	.	-0.2	3	0.2	2	i	2.5	-1	0.3
Cc1sc2ncn(C(C)C(=O)OC3CCCCC3)c(=O)c2c1C (centres undefined)	1.2	-3.4	2	.	0	i	-3.6	15	0.3
O=C(COc1ccccc1Cl)Nc1cnn(Cc2ccccc2)c1	0.6	-1.1	6	.	6	-0.1	1.2	13	-1.2

Quoted at random: 7 compounds from above.
SMILES	Mtb BioA inh	FadD28 FP inh	GDH-TPI counter	TcdB inh	Mtb FBA inh	Vc quorum ag	UGM FP inh	Y pestis TopoI	PfHsp40 yeast
O=C(C1CCCN1S(=O)(=O)c1cccc2cccnc12)N1CCN(c2ccccc2)CC1 (centres undefined)	-1.2	1.6	15	-0.3	1	-0.2	-1.5	6	-0.5
O=C(NCCO)c1cc2c([nH]c3ccccc32)c(-c2ccc(F)cc2)n1	0.1	-3.2	17	-1.4	21	i	0.3	6	1.3
COc1cccc(/C(C)=N/NS(=O)(=O)c2ccc(Cl)cc2)c1	.	1.8	-4	-0.7	7	0.9	1.8	0	0.5
CCN(CC(=O)N1CCN(C)CC1)S(=O)(=O)c1ccc(Cl)cc1	-0.5	-0.1	12	.	0	-5.6	2.7	4	-0.7
O=C(COc1ccccc1Cl)Nc1cnn(Cc2ccccc2)c1	0.6	-1.1	6	.	6	-0.1	1.2	13	-1.2
COc1cc(-c2cnc3c(NC=O)cc(-c4ccccc4)cn23)cc(OC)c1OC	-0.3	-2.4	3	1.0	0	i	.	4	.
Cc1nn2c(=O)c(NC(=O)c3ccc(Cl)cc3)cnc2s1	-0.3	-0.9	7	-0.5	65*	i	-2.1	4	0.6

(list continues)
SMILES	Mtb BioA inh	FadD28 FP inh	GDH-TPI counter	TcdB inh	Mtb FBA inh	Vc quorum ag	UGM FP inh	Y pestis TopoI	PfHsp40 yeast
CCc1ccc(NC(=O)CN(N=Nc2nonc2C)c2nonc2C)cc1	.	1.4	-3	0.5	2	-1.4	0.0	9	0.8
CCOC(=O)C1=C(O)C(=O)N(c2ccc(S(N)(=O)=O)cc2)C1c1ccccc1 (centres undefined)	1.5	-2.1	17	.	4	i	1.6	-1	3.8
CCCCc1cc(=O)oc2cc(C)cc(OCC(=O)N3CCC(C(=O)O)(c4ccccc4)CC3)c12	1.9	-2.8	10	-0.4	62*	-0.5	0.4	12	2.3
CN(Cc1ccccc1)c1ccc(C(CC(N)=O)NC(=O)c2ccc(Br)cc2)cc1[N+](=O)[O-] (centres undefined)	0.3	0.6	-4	-6.3	0	i	2.5	12	2.3
CC(=O)N1c2c(cc(Br)cc2S(=O)(=O)N2CCN(c3ccccc3F)CC2)CC1C (centres undefined)	-0.7	0.6	-12	1.0	-3	-0.6	-0.7	29	1.3
COc1ccc2[nH]c(C(=O)O)c(CCNC(C)=O)c2c1	1.9	0.1	14	.	49*	-0.6	1.4	6	-1.5
COc1cc(OC)cc(C(=O)NC(C(=O)O)C23CC4CC(CC(C4)C2)C3)c1 (centres undefined)	.	-0.5	-1	3.3	1	-0.3	-1.0	3	1.1
Cc1ccccc1/C=N/NC(=O)Cn1cnc([N+](=O)[O-])n1	-3.3	0.7	11	.	1	-0.4	1.0	-1	0.5
Cc1ccc(NC(=O)CN2C(=O)S/C(=C/c3ccncc3)C2=O)cc1	-0.7	-1.6	8	0.3	4	0.6	2.6	0	-0.9
Cc1ccc(N(C(C)C(=O)Nc2ccc3c(c2)OCO3)S(C)(=O)=O)cc1 (centres undefined)	-0.5	-0.7	12	.	-2	-0.3	1.8	5	-0.2
O=C(CCSCCC(=O)NN=Cc1ccc(F)cc1)NN=Cc1ccc(F)cc1	-1.2	-6.1	1	1.6	-4	-1.0	.	4	9.6
Cc1c(Cl)ccc2c(C(=O)Nc3cc(C(C)(C)C)on3)cc(-c3ccccn3)nc12	-0.5	-2.2	4	0.5	0	-0.4	2.6	3	-1.6
CCN(CC)CCNC(=O)C1CCN(S(=O)(=O)c2c(C)noc2/C=C/c2ccccc2F)CC1	0.0	-5.9	15	0.2	1	-0.2	-1.0	-27	-2.1
CS(=O)(=O)N1CCN(c2nc3ccccc3s2)CC1	-1.0	-4.7	-5	-0.2	0	-0.5	1.5	0	-0.4
COc1ccc(-c2nnc(-c3cc4c(ccc5ccccc54)oc3=O)o2)cc1	-3.1&-0.3	-0.7	-7	.	1	2.2&4.2	0.2	-6	-0.1
O=C(COc1cccc2c1CCNC2=O)Nc1ccc(F)cc1	-0.5	-6.1	-1	0.9	-2	-11	.	1	0.7
CC1CCCCN1C(C(=O)O)c1ccccc1 (centres undefined)	.	-3.2	-4	1.1	1	-0.2	-1.7	-9	-0.7
COc1ccc(CC(=O)NCc2ccccc2)cc1OC	-1.7	-1.8	-1	1.1	0	-0.2	4.6	1	0.1
Cc1ccccc1N1C(=O)C(Cl)=C(N2CCOCC2)C1=O	5.0	-2.8	-1	0.3	-2	-4.3	-7.0	10	-1.0
CCN1CCCC1CN(Cc1cc2c(C)cc(C)cc2[nH]c1=O)C(=O)NC1CCCCC1 (centres undefined)	.	-3.1	13	.	5	-0.5	-1.3	27	-0.8
Cc1ccc(S(=O)(=O)CCC(=O)Nc2ccc3nc(C)sc3c2)cc1	-3.0	1.4	6	-0.5	1	i	-1.2	-4	0.0
Cc1cc(C)nc(SSc2nc(C)cc(C)n2)n1	0.2	-3.5	7	-1.1	-1	0.4	-0.2	4	0.0
CC(C)c1onc(C(=O)N2CCOCC2)c1[N+](=O)[O-]	.	-4.1	-2	-1.5	-3	-0.4	-1.4	-3	0.0
COc1cc(C(=O)OCc2ccc([N+](=O)[O-])cc2)cc(OC)c1OC	.	-1.6	3	0.2	2	-0.2	-1.6	-5	1.3
Cc1cc(CNC(=O)c2cc(-c3ccccc3)nc3ccccc23)nn1C	.	-4.3	2	0.5	7	i	-2.7	5	1.6
CCOc1ccc(NC(=O)C2CCN(S(=O)(=O)c3ccc4c(c3)N(C(C)=O)CCO4)CC2)cc1	0.2	-0.9	-5	-3.1	4	-0.9	2.1	15	-0.5
COc1ccccc1C(=O)Nc1nnc(S(=O)(=O)N2CCOCC2)s1	-0.5	1.9	15	0.9	-1	i	0.3	-6	-0.5
CCOC(=O)N1CCN(C(=O)C2CCN(S(=O)(=O)c3ccc(F)cc3)CC2)CC1	.	-1.2	3	1.1	1	-0.3	2.6	4	0.5
O=C(NCc1nnc(SC/C=C/c2ccccc2)o1)c1ccco1	0.0	0.4	-4	.	-1	i	2.2	14	-0.6
COCCn1c(=NC(=O)CSCC(=O)Nc2cc(C)on2)sc2cc(C(=O)OC)ccc21	.	1.0	14	0.5	11	-0.3	2.4	0	0.5
O=C(CSc1nnc2n(C3CCCCC3)c(=O)c3ccccc3n12)OC1CCCCC1	-1.1	-1.7	-3	.	2	-1.4	0.6	8	-0.2
COC(=O)c1cccc(S(=O)(=O)N2CCCCC2)c1	0.6	-0.2	5	.	-2	-2.8	1.9	3	0.8
COc1ccc(NC(=O)CSc2nccn2-c2ccccc2)c(OC)c1	0.6	-2.4	-4	.	2	-0.3	0.5	-4	0.9
COc1ccc(S(=O)(=O)N2CCCCC2)cc1NC(=O)c1ccco1	-1.7	-1.9	1	0.0	1	i	0.4	0	0.2
Cn1c(=O)[nH]c(=O)c2c1nc(N1CCCC1)n2CCCSc1nnnn1-c1ccccc1	.	0.1	4	-0.5	0	-0.4	2.9	25	0.8
COc1ccccc1C(=O)NCC(=O)NNC(=O)c1cccs1	-5.1	0.1	5	1.1	3	i	0.8	-3	-1.3
Nc1nonc1-n1nnc(C(=O)N/N=C/c2ccncc2)c1-c1cccs1	1.5	-2.8	10	-4.1	-4	-0.4	-2.4	-18	-0.4
Cc1ccc(S(=O)(=O)N(C)CC(=O)OCC(=O)N2CCN(c3ccccc3)CC2)cc1	0.5	-0.7	-5	-0.1	0	-0.1	0.0	-4	-0.3
COc1ccc(S(=O)(=O)N2CCN(C(=O)c3cccnc3)CC2)cc1OC	-1.4	-2.6	4	-0.2	2	-0.4	0.7	-2	-2.5
O=C1COc2ccc(C(=O)COC(=O)c3ccccc3[N+](=O)[O-])cc2N1	-3.7	-0.3	8	-2.8	2	-0.9	-0.4	-2	0.0
CC1CN(C(=O)CS(=O)(=O)Cc2ccccc2)CC(C)O1 (centres undefined)	0.2	-2.0	5	-0.8	2	-4.8	-0.7	7	-2.4
CCOC(=O)c1c(S(=O)(=O)NCC(=O)Nc2ccccc2)c(C)n(C)c1C	-1.5	1.5	10	0.0	-1	-0.2	1.9	6	-1.2
O=C(NC1CCCC1)C(c1cccnc1)N(Cc1ccccc1)C(=O)c1csnn1 (centres undefined)	0.0	1.1	0	0.4	1	i	-0.9	-2	-0.2
CCOc1ccc(C2=CSC3=NCCN23)cc1Cl	1.3	0.0	-3	-0.3	2	i	2.7	19	-0.1
O=C(O)C1CCC(CNS(=O)(=O)c2ccc(Br)cc2)CC1 (centres undefined)	1.1	-3.6	-2	0.3	1	i	1.1	-1	-0.8
